FadD28 binding: blocks FadD28 binding to the bisubstrate probe | fluorescence polarization | inhibition, % at 12.5 µM | hit rate 0.22% among 360,000; in the data active = inhibition above about 8.5%, passing the limit was not always enough; inconclusive = no clear call, values can overlap the other calls
PrPC surface inh: cell surface PrPC inhibition, primary TR-FRET screen | hit rate 0.43% among 370,000 | TR-FRET read-out | P04156 | inhibition, % at 13.8 µM; in the data active = inhibition above about 24%; also: 0% = median of the test wells and 100% = reference compound wells
FBA Mtb inh: Mtb fructose-bisphosphate aldolase inhibition | P9WQA3 | purified M. tuberculosis FBA, fluorescence read-out | inhibition, % at 1 µM | hit rate 2.3% among 360,000 | AID 588726; in the data active = inhibition above about 27%;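 also: 0% = vehicle and 100% = reference inhibitor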
Target sequence (P9WQA3 whole entry, looked up): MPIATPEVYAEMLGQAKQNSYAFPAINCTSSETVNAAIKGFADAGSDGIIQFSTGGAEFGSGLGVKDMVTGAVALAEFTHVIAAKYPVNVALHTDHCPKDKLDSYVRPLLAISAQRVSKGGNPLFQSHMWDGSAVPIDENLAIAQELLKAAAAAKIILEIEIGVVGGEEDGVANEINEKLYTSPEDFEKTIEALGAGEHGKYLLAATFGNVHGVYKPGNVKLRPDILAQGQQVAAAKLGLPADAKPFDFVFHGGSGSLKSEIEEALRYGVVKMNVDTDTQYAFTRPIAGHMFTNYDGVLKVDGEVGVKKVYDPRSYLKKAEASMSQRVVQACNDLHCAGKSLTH
Mtb UGM inh: Mtb UDP-galactopyranose mutase inhibition. P9WIQ1. purified UGM, fluorescence polarization probe displacement. inhibition, % at 10 µM. hit rate 0.06% among 320,000. AID 504406; in the data active = inhibition above about 10%, passing the limit was not always enough; inconclusive = no clear call, values can overlap the other calls
Target sequence (P9WIQ1 whole entry, looked up): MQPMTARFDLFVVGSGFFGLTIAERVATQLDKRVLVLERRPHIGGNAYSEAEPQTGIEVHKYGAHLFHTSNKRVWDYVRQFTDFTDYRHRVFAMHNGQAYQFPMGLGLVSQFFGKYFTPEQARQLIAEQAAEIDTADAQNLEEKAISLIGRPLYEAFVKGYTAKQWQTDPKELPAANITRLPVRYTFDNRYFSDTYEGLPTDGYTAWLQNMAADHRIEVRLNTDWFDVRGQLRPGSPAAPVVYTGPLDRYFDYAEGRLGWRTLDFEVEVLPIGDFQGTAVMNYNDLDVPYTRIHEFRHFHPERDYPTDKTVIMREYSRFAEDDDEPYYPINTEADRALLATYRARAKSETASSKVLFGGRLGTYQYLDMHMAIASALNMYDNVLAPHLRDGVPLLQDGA
BoNT-F LC inh: inhibitors of Botulinum neurotoxin F light chain protease | Multiplex microsphere protease cleavage assay, flow cytometry | hit rate 0.22% among 360,000 | inhibition, % at 10 µM | AID 588497; in the data active = inhibition above about 35%, passing the limit was not always enough; inconclusive = no clear call, values can overlap the other calls; also: plate controls were buffer without enzyme for full effect and enzyme alone for no effect
GDH-TPI counter: GDH-TPI coupled enzyme inhibition counter-screen; GDH-TPI coupled enzyme counterscreen, NADH absorbance; inhibition, % at 4.8 µM; hit rate 1.2% among 360,000;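 also: 0% = DMSO wells and 100% = wells lacking the enzyme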
CCHFV vOTU inh: CCHFV vOTU protease inhibition; Pep-AMC fluorescence; inhibition, % at 11.5 µM; hit rate 0.55% among 370,000; AID 651958; also: 0% = vehicle wells with enzyme and 100% = no enzyme wells
Mtb BioA inh: blocks M. tuberculosis BioA enzyme activity; AID 602481; purified M. tuberculosis BioA enzyme, plate reader; inhibition, % at 9.99 µM; hit rate 0.096% among 360,000; in the data active = inhibition above about 40%; inconclusive = no clear call, values can overlap the other calls
BoNT A protease: blocks Botulinum neurotoxin A light chain protease | multiplex microsphere protease substrate cleavage, flow cytometry | inhibition, % at 10 µM | hit rate 0.17% among 360,000; in the data active = inhibition above about 30%; inconclusive = no clear call, values can overlap the other calls; also: plate controls were buffer without enzyme for full effect and enzyme alone for no effect
* marks the source's active call; other numbers are inactive results; ? = inconclusive; nt = no result given; & = joins results of further samples. Rule as the data show it, unless noted: active = inhibition above about 30%; inactive = the rest.

SMILES | FadD28 binding | PrPC surface inh | FBA Mtb inh | Mtb UGM inh | BoNT-F LC inh | GDH-TPI counter | CCHFV vOTU inh | Mtb BioA inh | BoNT A protease
CCCc1nc2sc3ccccc3c(=O)c2c(=O)n1Cc1ccccc1 | -1.8 | -2 | 3 | nt | ? | 17 | -3 | -1.7 | -0.3
CCSc1nnc(CSc2ncccn2)n1C | -2.0 | 1 | 0 | 0.3 | 1 | 2 | 1 | nt | -0.6
CN1c2ccccc2C2(C)CCCC3=Cc4cc([N+](=O)[O-])cc([N+](=O)[O-])c4OC312 (stereo not drawn) | -0.1 | -4 | 1 | -0.2 | 2 | 5 | 1 | nt | 0.4
Cc1cccc(C(=O)Nc2ccnc(-c3ccncc3)n2)c1 | -0.2 | -8 | -1 | -1.5 | -10 | -2 | -6 | nt | 0.1
COC(=O)CCC(=O)Nc1ccccc1C(N)=O | -5.0 | -6 | 0 | -3.0 | -6 | -2 | 1 | -1.5 | -0.6
CNC(=S)NNC(=O)c1cccn(Cc2ccc(Cl)c(Cl)c2)c1=O | -2.7 | -5 | 4 | 1.4 | -2 | 24 | -5 | 4.9 | 0.6
CCOc1cc(/C=C2\C(=O)N(Cc3ccco3)C(C)=C2C(=O)OC)ccc1O | -0.6 | -3 | -4 | 0.9 | 2 | 5 | -3 | nt | -1.3
O=c1ccoc2ccccc12 | -3.7 | 7 | -3 | nt | 6 | -5 | -9 | 1.1 | -0.1
O=C1CSC(c2ccncc2)N1Cc1ccco1 (stereo not drawn) | -2.1 | -1 | 4 | -0.1 | -9 | 3 | -2 | -1.2 | -1.3
O=C(CC1CC1)Nc1ccc2c(c1)[C@H]1C[C@H](CC(=O)N3CCc4ccccc4C3)O[C@@H](CO)[C@H]1O2 | -0.8 | -7 | 0 | nt | -5 | -8 | -2 | -1.3&-0.8 | -0.1
COc1ccc2nccc(/C=C/c3ccnc4ccc(OC)cc34)c2c1 | -2.6 | -6 | 22 | -1.2 | 30 | 10 | -8 | 2.3 | -2.1
Cc1ccnc(Sc2ccc([N+](=O)[O-])cn2)n1 | -1.7 | -18 | -5 | 0.7 | 1 | 14 | -5 | nt | -0.1

Four of the compounds above, with two lines to a compound.
Values run as follows: FadD28 binding | PrPC surface inh | FBA Mtb inh | Mtb UGM inh | BoNT-F LC inh | GDH-TPI counter | CCHFV vOTU inh | Mtb BioA inh | BoNT A protease
CNC(=S)NNC(=O)c1cccn(Cc2ccc(Cl)c(Cl)c2)c1=O
    -2.7 | -5 | 4 | 1.4 | -2 | 24 | -5 | 4.9 | 0.6
O=C1CSC(c2ccncc2)N1Cc1ccco1 (stereo not drawn)
    -2.1 | -1 | 4 | -0.1 | -9 | 3 | -2 | -1.2 | -1.3
COc1ccc2nccc(/C=C/c3ccnc4ccc(OC)cc34)c2c1
    -2.6 | -6 | 22 | -1.2 | 30 | 10 | -8 | 2.3 | -2.1
O=C(CC1CC1)Nc1ccc2c(c1)[C@H]1C[C@H](CC(=O)N3CCc4ccccc4C3)O[C@@H](CO)[C@H]1O2
    -0.8 | -7 | 0 | nt | -5 | -8 | -2 | -1.3&-0.8 | -0.1

The results go on.
SMILES | FadD28 binding | PrPC surface inh | FBA Mtb inh | Mtb UGM inh | BoNT-F LC inh | GDH-TPI counter | CCHFV vOTU inh | Mtb BioA inh | BoNT A protease
CCCCn1nnnc1SCC(=O)Nc1sc2c(c1C#N)CCCC2 | -3.1 | 10 | -5 | 1.2 | -6 | 7 | 2 | -3.3 | 0.2
COc1cc(/C=C/C(=O)OCC(=O)NCC2CCCO2)ccc1OCC#N (stereo not drawn) | 0.3 | -2 | 18 | 1.1 | 2 | 19 | -6 | 0.2 | -0.8
CCC(C)c1ccccc1NC(=O)COc1ccc(-c2nnco2)cc1 (stereo not drawn) | -0.8 | 10 | 5 | nt | 11 | -2 | -7 | -1.2 | 3.5
N#Cc1ccc(-c2nc3ccc(Cl)cn3c2Cc2cccc(Cl)c2)cc1 | -5.5 | 2 | 16 | nt | 0 | nt | 2 | 0.4 | 0.7
CCOC(=O)c1nc2ccccc2c(=O)n1-c1cccc(C)c1 | -4.2 | -4 | 0 | -0.9 | -21 | 9 | 11 | 0.9 | -0.1
Cc1c(C)n(O)c2ccc3nonc3c12 | -0.7 | 6 | 5 | 5.2 | nt | 10 | -6 | 2.4 | nt
O=C(O)c1csc(-n2nc(-c3ccccc3)cc2C(F)(F)F)n1 | -0.2 | 10 | 12 | 2.0 | 0 | 0 | 5 | nt | -1.0
CCCCN(C(C)=O)c1c(CC)nc2ccc(C(=O)NCc3cccs3)cn12 | -2.1 | 0 | 1 | nt | 0 | -8 | -3 | 0.4 | 0.2
Cc1ccc(Nc2oc(C)nc2C#N)cc1 | -2.4 | -6 | -2 | 1.7 | 6 | -1 | -17 | nt | 1.0
Cc1cc(C)c2[nH]c(=O)c(CN(Cc3ccco3)C(=O)C3CCCO3)cc2c1 (stereo not drawn) | -2.6 | 2 | 6 | -2.0 | -1 | 4 | 15 | nt | 0.0
CCCn1c(SCC(=O)Nc2ccc3c(c2)OCCO3)nnc1-c1ccco1 | -0.5 | 9 | 3 | 0.5 | -14 | -2 | 1 | 0.5 | -0.7
CCNc1nc(NCC)nc(OCCOC(=O)c2ccccc2)n1 | -1.5 | 3 | 1 | 4.4 | -7 | -11 | 2 | nt | -0.3
Cc1ccc(C)c(OCCCC(=O)O)c1 | -1.3 | 13 | 1 | -0.3 | -15 | -3 | -6 | -3.3 | -0.3
COc1cc([N+](=O)[O-])cc(/C=N/NC(=O)c2ccc(NC(=O)c3ccc(C)cc3)cc2)c1O | -1.1 | -7 | -5 | nt | 9 | 3 | -2 | nt | 2.1
Cc1ccc(NC(=O)c2cccc3c2C(=O)N(C2CCCCC2)C3)cc1 | 0.1 | 0 | 2 | 1.1 | -32 | 4 | 19 | -0.2 | -2.4
CCOc1ccccc1NC(=O)CCn1cccc1 | 0.4 | 9 | 0 | -0.7 | 0 | 2 | 4 | nt | -0.5
COc1cc(C)c(/C=C/C(C)=C/C=C/C(C)=C/C(=O)O)c(C)c1C | 2.0 | 1 | -1 | 4.3 | -3 | 61* | 7 | 3.8 | -0.2
Oc1ccc(N2CCN(C(c3ccccn3)c3nnnn3C3CCCC3)CC2)cc1 (stereo not drawn) | -2.4 | -8 | 0 | 2.6 | -3 | 0 | 7 | 0.0 | 0.0
CCC(C)(C)n1nnnc1C(c1ccccc1OC)N1CCSCC1 (stereo not drawn) | -1.8 | 13 | -4 | 3.4 | -3 | -2 | 5 | 0.1 | 0.2
COc1cccc(CNC(=O)COc2ccc(C(=O)c3ccccc3)cc2)c1 | -2.1 | 1 | 0 | -2.9 | -17 | 0 | 14 | 1.3 | -0.8
COc1cccc(CC(NC(C)=O)C(=O)NC2CCN(C(=O)C3CCCCC3)CC2)c1OC (stereo not drawn) | 0.9 | 9 | 2 | nt | 25 | -6 | -6 | -0.9 | 0.3
CCC(=O)N1CCCC(C)(C(=O)Nc2ccc3oc(CC)nc3c2)C1 (stereo not drawn) | -0.8 | 0 | -1 | nt | -1 | -5 | -3 | -1.5 | 0.2
O=C(NCCC(=O)N(CCc1ccccc1)Cc1ccccc1)c1ccc([N+](=O)[O-])cc1 | -5.9 | -14 | -2 | -1.1 | -7 | -5 | 3 | 0.8 | 0.6
CCOc1cc(NC(=S)NCc2ccco2)c(OCC)cc1NC(=O)CC(C)C | -0.9 | -2 | -2 | -2.5 | -3 | 4 | 8 | nt | -0.4
Cc1nc2ccc(C(=O)OCC(=O)N(C)c3ccccc3)cc2nc1C | -0.4 | 0 | 4 | nt | 4 | 11 | -7 | -0.4 | 2.5
COc1ccccc1C(=O)NCCC(=O)N(C)Cc1cccs1 | 0.7 | -10 | -3 | -0.4 | -7 | 0 | 13 | -0.1 | -0.4
CCNC(=S)N(Cc1ccc2c(c1)OCO2)C1CC(=O)N(c2ccc(OC)cc2)C1=O (stereo not drawn) | -2.6 | -13 | 1 | -7.3 | -8 | -6 | 15 | -1.6 | -1.1
CC(C)(C)CC(=O)Nc1nnc(-c2cccs2)s1 | -1.4 | 0 | 4 | 1.7 | -7 | 3 | 8 | -3.0 | -1.1
O=C(/C=C/c1ccc(-c2ccccc2[N+](=O)[O-])o1)c1ccc(Br)cc1 | -2.3 | -9 | -4 | -1.5 | 7 | 8 | 7 | nt | ?
Nc1nnc(SCC(=O)Nc2ccc(N3CCOCC3)cc2)s1 | 1.0 | 5 | 0 | -2.0 | nt | 10 | -8 | nt | nt
S=C(NCCc1ccccc1)Nc1ccc(Nc2ccccc2)cc1 | -4.0 | 2 | -6 | -1.6 | -6 | -5 | 4 | 1.1 | -1.0
COc1cn(-c2ccccc2)nc1C(=O)Nc1ccc(C)cc1 | -2.6 | 4 | -1 | 0.6 | -5 | -5 | -8 | 4.1 | -1.6
COc1ccccc1C(=O)NC(=O)OCCn1c(C)cnc1[N+](=O)[O-] | -0.7 | 0 | 0 | -0.5 | 6 | 9 | 0 | nt | -0.1
O=C(CCNC(=O)c1ccc(Cl)cc1)NCCC1=CCCCC1 | 0.3 | 10 | 1 | 0.9 | 1 | -16 | 5 | nt | 1.3
CC(=O)NCC(=O)N(c1ccccc1)C1(C(=O)NC2CCCCC2)CCCCC1 | 0.2 | -4 | 0 | 1.8 | 7 | -7 | -6 | 0.5 | 0.4
O=C(NCCS(=O)(=O)N1CCN(c2ccc(F)cc2)CC1)c1ccco1 | -2.0 | 3 | -3 | 1.6 | -4 | 12 | -5 | nt | -4.7
CC(C)Oc1cccc(C(=O)C2CCCN(Cc3ccc4nonc4c3)C2)c1 (stereo not drawn) | -3.3 | -2 | -1 | -3.9 | 1 | 0 | 11 | nt | 0.2
CC(=O)N1C(=S)NC(=O)/C1=C1/C(=O)N(CC(=O)Nc2cccc(C)c2)c2ccccc21 | 0.2 | -5 | 4 | -0.5 | -6 | 0 | -2 | nt | 0.0
CCOC(=O)c1ccc2c(c1)nc(COc1ccc3ccccc3c1)n2CC | -2.5 | -2 | 1 | -3.5 | -8 | -2 | 9 | -1.1 | -1.0
Cc1ccc(S(=O)(=O)N2C[C@H]3C(=O)C[C@@H](c4ccccc4)N(S(=O)(=O)c4ccc(C)cc4)[C@H]3C[C@H]2c2ccccc2F)cc1 | -1.4 | 9 | 4 | nt | -1 | nt | 19 | -3.0 | 0.4
CCC1(C)N(O)C(C)(C)C(c2ccc(OC)cc2)=[N+]1[O-] (stereo not drawn) | -0.8 | 4 | -1 | 1.1 | -7 | 6 | -13 | -0.3 | 0.2
Cc1ccccc1NC(=O)CCCCCN1C(=O)[C@@H]2Cc3ccccc3CN2C1=O | -2.5 | 8 | 0 | 2.4 | -1 | -1 | -6 | -1.5 | -2.3
O=C(O)c1cc2ccccc2c2cc(Br)ccc12 | -7.5 | 17 | -1 | 1.3 | ? | 5 | 10 | 0.3 | -3.1
Cc1ccnc2nc(C(=O)Nc3nc(-c4ccccn4)cs3)nn12 | -2.9 | -2 | 2 | -0.7 | -5 | 6 | 10 | nt | -1.2
COc1ccc(S(=O)(=O)Nc2c(C)n(C)n(-c3ccccc3)c2=O)cc1 | -0.3 | 0 | 3 | -1.0 | -4 | 5 | -3 | -2.0 | ?
Cc1ccc(S(=O)(=O)c2ccc(Cl)cc2)cc1S(=O)(=O)N(C)CC(=O)O | -0.1 | 10 | -3 | 3.1 | 0 | 8 | 5 | nt | 0.0
O=C(COC(=O)C1CCN(S(=O)(=O)c2ccccc2)CC1)NCCc1ccccc1 | -3.3 | -3 | 0 | -1.3 | -1 | 2 | -1 | 0.1 | 1.4
O=C(Nc1nc2ccccc2s1)C1CCN(C(=O)c2ccco2)CC1 | -0.5 | 2 | 1 | -0.1 | -19 | 0 | 9 | 3.2 | -2.0
O=C(Nc1ccnn1C1CCN(Cc2ccc(CO)o2)CC1)c1cccc(F)c1 | -0.8 | 6 | 2 | nt | -1 | 8 | -8 | -0.5 | 0.0
Cc1cnnc2c1-c1nonc1CC2 | -1.3 | -2 | 0 | 2.1 | 4 | 3 | 2 | 0.0 | 0.5
COc1cccc(NC(=S)N2CCC(N(C)CC3CCCO3)CC2)c1 (stereo not drawn) | -0.7 | 2 | -1 | -1.2 | -7 | 5 | -7 | -0.5 | 0.1
C=CCNC(=S)N/N=C/c1ccc(-c2cc(Cl)ccc2Cl)o1 | -1.6 | 0 | -4 | 2.2 | 2 | 27 | -8 | -1.3 | -0.5

Hits appear at their usual frequency, and some 4.8% of all compounds hit somewhere here.
